Autophagy mod = autophagy modulation, high-content screen. MEF GFP-LC3 puncta imaging; test concentration mostly 10 µM. calls only at 10 µM (by protocol). 190,000 compounds, 0.98% hits. AID 463193;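 active = percentage of spot-positive cells more than 3 SD above its plate mean, without a fluorescence outlier flag or 80% toxicity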;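 also: spot-positive cell cutoff set from DMSO-treated cells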
bCat nuc transl = modulators of beta-catenin nuclear translocation; HeLa beta-catenin nuclear translocation, immunofluorescence imaging; nuclear translocation activity, % at 5 µM; 190,000 compounds, 0.3% hits;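 active = nuclear translocation activity above 50% at 5 µM, with a well cell count of 50 or more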;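 also: per-cell ratio of nuclear to cytoplasmic median beta-catenin stain intensity; plate controls were DMSO negative control for no effect and GSK-3 inhibitor IX positive control for full effect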
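System: HeLa cells, endogenous beta-catenin; compound dosing: 5 µM primary single dose, 0.1% DMSO, 0.02–20 µM confirmation series; incubation: 24 h compound exposure at 37°C, 5% CO2; signal: beta-catenin immunofluorescence imaging with DAPI; evaluation: % activation, nuclear-to-cytoplasmic median beta-catenin signal ratio per cell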
WT yeast gro inh = growth inhibition of WT yeast, mitochondrial fusion screen; 190,000 compounds, 2.1% hits; mitochondrial fusion phenotypic screen, WT strain; inhibition, % at 10 µM; AID 1362; in the data active = inhibition above about 58%; tested in S. cerevisiae
T cell HTS = T cell immune modulation candidate | 2C CD8+ T cell-vesicle binding, flow cytometry; stronger effect = lower value | calls only at 7 µM | 330,000 compounds, 0.068% hits | AID 2052;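 active = response, share of CD8 T cells binding vesicles, and their 90th percentile fluorescence all below set limits, cut at about 80% in these data, passing the limit was not always enough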
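material = purified 2C TCR transgenic mouse naive CD8+ T cells | controls = Unloaded micro-vesicles (low), QL9 vesicles with 0.7% DMSO (high) | detection = cytometric PE anti-B7-1 and Alexa647 anti-CD8 signals after 1% paraformaldehyde fixation | incubation = binding step 1.5 h, 37 °C, antibody labelling 20 min, ice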
Lipid droplet = hepatic lipid droplet formation modulation | AML12 mouse hepatocytes, oleate lipid droplets, BODIPY imaging | inhibition, % at 6.5 µM | 240,000 compounds, 0.4% hits | AID 1656;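 active = lipid droplet intensity inhibited by at least 50%, with more than 500 cells counted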
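System: AML12 hepatocytes (mouse). Probe or stimulus: oleic acid at 100 µM to induce lipid droplet formation. Times: overnight treatment with compound plus oleate. Detection: Image-based BODIPY and DAPI two-channel analysis. Evaluation: percent inhibition of filter-corrected integrated lipid droplet intensity per well.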
Insulin prom up = MIN6 insulin promoter up-regulation. MIN6 insulin promoter-GFP reporter, high-content imaging; stronger effect = higher value. z-score at 5 µM. 190,000 compounds, 0.3% hits. AID 1625;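 active = z-score above 3 at 5 µM with at least 500 cells counted in the well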
Myeloid diff 2 = compounds promoting myeloid differentiation; ER-HoxA9 myeloid progenitors, lysozyme-GFP differentiation, flow cytometry; calls only at 10 µM; 360,000 compounds, 1% hits; AID 624256;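 active = normalized GFP-positive differentiation at or above the plate's own cutoff, the solvent-only control mean plus 3 SD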;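 also: cells exposed to compound for four days before flow analysis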
MT stabilize HCS = stabilizes microtubules in HeLa cells; HeLa tubulin immunostaining HCS, 24 h; share of cells brighter than vehicle mean+2SD; % tubulin-high responders, % at 10 µM; 200,000 compounds, 0.83% hits; AID 2205;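 active = plate Z-score above 3 for both tubulin-high and condensed-nucleus cell shares, with cell loss under 80%, at 10 µM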;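 also: anti alpha tubulin signal scored within the nucleus-defined area of each cell; some results filed as inactive read as strong as hits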
West Nile virus CPE = West Nile virus antiviral activity, cell-based, CPE readout (AID 1621); West Nile virus-infected cells, CPE inhibition; higher % means a stronger effect; CPE inhibition, % at 10 µM; hits with a dose series show IC50 in µM; 290,000 compounds, 0.02% hits; in the data active = a potency from the dose series; also: strong numbers were not always called active
WT yeast gro inh mutant strain = second read-out of WT yeast gro inh, no call of its own (marks repeat the call); inhibition, %; mitochondrial fusion phenotypic screen, mutant strain inhibition
Insulin prom up cell count = recorded beside Insulin prom up, whose call it bears; cell count; measured here: cytotoxicity, nuclei count;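 total cells summed across four imaged fields per well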
Lipid droplet cells 6.5 µM = recorded beside Lipid droplet, whose call it bears; cell count; measured here: cell count, cytotoxicity flag;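 cells counted across two imaged fields per well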
bCat nuc transl cell count 5 µM = recorded beside bCat nuc transl, whose call it bears; cell count; measured here: cell count, cytotoxicity flag
T cell HTS vesicle-bound % = recorded beside T cell HTS, whose call it bears; double positive events, %; measured here: CD8+ vesicle-bound cell fraction;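 binding gate set so that unloaded-vesicle control wells show 10% double positive cells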
MT stabilize HCS Hoechst-high % = recorded beside MT stabilize HCS, whose call it bears; % Hoechst-high responders; measured here: nuclear condensation Hoechst responders;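 share of cells brighter than vehicle mean plus two SD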
MT stabilize HCS cytotoxicity % = also measured in MT stabilize HCS; calls as there; toxicity, %; measured here: cytotoxicity by cell density;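 0% = mean cell density of plate MIN control wells and 100% = no cells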
Autophagy mod cell loss 18 h = recorded beside Autophagy mod, whose call it bears; toxicity, %; measured here: cell loss, nuclei count;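 cell loss after 18 h compound exposure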
Myeloid diff 2 GFP+ MAC1+ % = further read-out of Myeloid diff 2, marked with its call; GFP+ MAC1+ double positive, %; measured here: differentiation confirmed by MAC1 staining
Numbers without * were called inactive; i = inactive; . = not tested or not shown; + = active, no number.

Start of the data: the first 5 compounds as a preview:
SMILES | Autophagy mod | Autophagy mod cell loss 18 h | bCat nuc transl | bCat nuc transl cell count 5 µM | WT yeast gro inh | WT yeast gro inh mutant strain | T cell HTS | T cell HTS vesicle-bound % | Lipid droplet | Lipid droplet cells 6.5 µM | Insulin prom up | Insulin prom up cell count | Myeloid diff 2 | Myeloid diff 2 GFP+ MAC1+ % | MT stabilize HCS | MT stabilize HCS Hoechst-high % | MT stabilize HCS cytotoxicity % | West Nile virus CPE
CCC(NC(=O)OCc1ccccc1)C(=O)Oc1ccc2ccc(=O)oc2c1 (stereo unspecified) | . | . | . | . | . | . | i | 26 | -12 | 660 | . | . | i | 0.3 | . | . | . | 0.3%
Cc1ccc(NC(=O)C2CCN(C(=O)c3cccs3)CC2)c(C)c1 | . | . | . | . | . | . | i | 44 | -14 | 803 | . | . | i | 0.7 | . | . | . | 0.2%
CN(Cc1ccccc1)S(=O)(=O)c1ccc(Cl)c(C(=O)NCCc2ccccn2)c1 | i | -2 | -1.0 | 971 | -6 | -14 | i | 46 | -10 | 711 | 0.81 | 1323 | i | 0.7 | 3.2 | 2.2 | 5.5 | -0.6%
CCOC(=O)N1CCc2c(sc(NC(=O)CN(CC)CC)c2C#N)C1 | . | . | 0.7 | 1255 | . | . | i | 25 | 0 | 712 | -0.06 | 1065 | i | 0.4 | . | . | . | -0.6%
CS(=O)(=O)Nc1ccccc1C(=O)NCC1(N2CCCCC2)CCCCC1 | . | . | . | . | . | . | i | 20 | -1 | 844 | . | . | i | 0.5 | . | . | . | -0.9%

This part in full, previewed entries included:
SMILES | Autophagy mod | Autophagy mod cell loss 18 h | bCat nuc transl | bCat nuc transl cell count 5 µM | WT yeast gro inh | WT yeast gro inh mutant strain | T cell HTS | T cell HTS vesicle-bound % | Lipid droplet | Lipid droplet cells 6.5 µM | Insulin prom up | Insulin prom up cell count | Myeloid diff 2 | Myeloid diff 2 GFP+ MAC1+ % | MT stabilize HCS | MT stabilize HCS Hoechst-high % | MT stabilize HCS cytotoxicity % | West Nile virus CPE
CCC(NC(=O)OCc1ccccc1)C(=O)Oc1ccc2ccc(=O)oc2c1 (stereo unspecified) | . | . | . | . | . | . | i | 26 | -12 | 660 | . | . | i | 0.3 | . | . | . | 0.3%
Cc1ccc(NC(=O)C2CCN(C(=O)c3cccs3)CC2)c(C)c1 | . | . | . | . | . | . | i | 44 | -14 | 803 | . | . | i | 0.7 | . | . | . | 0.2%
CN(Cc1ccccc1)S(=O)(=O)c1ccc(Cl)c(C(=O)NCCc2ccccn2)c1 | i | -2 | -1.0 | 971 | -6 | -14 | i | 46 | -10 | 711 | 0.81 | 1323 | i | 0.7 | 3.2 | 2.2 | 5.5 | -0.6%
CCOC(=O)N1CCc2c(sc(NC(=O)CN(CC)CC)c2C#N)C1 | . | . | 0.7 | 1255 | . | . | i | 25 | 0 | 712 | -0.06 | 1065 | i | 0.4 | . | . | . | -0.6%
CS(=O)(=O)Nc1ccccc1C(=O)NCC1(N2CCCCC2)CCCCC1 | . | . | . | . | . | . | i | 20 | -1 | 844 | . | . | i | 0.5 | . | . | . | -0.9%
COc1ccc(/C=N\NC(=O)c2ccc(-c3ccccc3)cc2)cc1COC(C)=O | . | . | . | . | . | . | i | 78 | -9 | 646 | . | . | i | 1.9 | . | . | . | -0.1%
CC(C)NC(=O)c1ccc(N2CCOCC2)nc1 | i | -8 | 0.9 | 1024 | 3 | 6 | i | 59 | -7 | 801 | . | . | i | 0.6 | 0.7 | 1.6 | 3.8 | 0.5%
CCOC(=O)/C(=N/O)C1=NC(C)(C)Cc2cc(C)c(C)cc21 | i | 14 | -0.4 | 996 | -18 | -9 | i | 56 | -36 | 697 | -0.99 | 1496 | i | 0.1 | 2.5 | 3.1 | 4.6 | 1.5%
Fc1ccc(NCc2n[nH]c(=S)n2Cc2ccccc2)cc1 | i | 22 | -1.2 | 1008 | -4 | 0 | i | 40 | 1 | 766 | -0.64 | 1121 | i | 0.3 | 1.6 | 1.3 | 1.3 | -0.8%
CC(C)OCCCN1CN(S(=O)(=O)c2cccc(Cl)c2)c2nc3ccccc3nc21 | i | -2 | 0.1 | 1289 | 33 | 5 | i | 28 | . | . | 0.5 | 1716 | i | 1.3 | 3.1 | 1.5 | 12 | 0.1%
Cc1cccc(-c2nc3ccccc3c(=O)n2NC(=S)N(C)C)c1 | i | -2 | -2.6 | 1060 | 6 | 7 | i | 5 | -7 | 571 | 0.52 | 1413 | i | 0.1 | 2.3 | 2.9 | 8.4 | -0.3%
CC(C)(C)c1ccc(Cn2c(=N)n(CC(O)c3ccco3)c3ccccc32)cc1 (stereo unspecified) | i | -4 | -1.4 | 1355 | 59* | 30* | i | 14 | -16 | 701 | -5.5 | 785 | i | 1.2 | 9.5* | 11* | 9.5* | -1.4%
CCOC(=O)c1sc(NC(=O)C2CC(=O)N(c3ccc(C)cc3)C2)nc1C (stereo unspecified) | . | . | . | . | . | . | i | 18 | -26 | 737 | . | . | i | 0.4 | . | . | . | -0.8%
Cc1ccc(-c2nnn(CC(=O)Nc3ccccc3-c3ccccc3)n2)c(-n2cnnn2)c1 | i | 19 | -0.9 | 1164 | 4 | 5 | . | . | . | . | -0.43 | 1094 | i | 0.7 | 5.0 | 2.8 | 12 | -0.3%
Cc1cc(C)n(-c2ccc(Oc3ccccc3)c(S(=O)(=O)O)c2)n1 | i | 12 | 1.0 | 1073 | -2 | 5 | i | 44 | 4 | 741 | -0.57 | 1232 | i | 0.3 | 2.9 | 1.7 | 0.7 | 0.3%
Cc1nn(CC(=O)NCCCN2CCCCC2)c(=O)c2cc(-c3ccccc3)nn12 | . | . | . | . | . | . | i | 20 | -7 | 767 | . | . | i | 4.6 | . | . | . | 0.0%
COc1cc(OC)c(NC(=O)c2sc3ncn(CC(=O)N4CCN(c5ccccn5)CC4)c(=O)c3c2C)cc1Cl | . | . | . | . | . | . | i | 36 | 17 | 714 | . | . | i | 1.0 | . | . | . | -0.7%
O=C(CCN1C(=O)/C(=C/c2cccs2)SC1=S)NNC(=O)c1cccc(O)c1 | i | 1 | 3.0 | 965 | 6 | -15 | i | 22 | -22 | 733 | 3.4* | 1097* | i | 0.3 | 1.8 | 1.3 | 8.2 | 0.1%
COc1ccc(-c2nc(CS(=O)CC(=O)N3CCN(C)CC3)c(C)o2)cc1 (stereo unspecified) | . | . | . | . | . | . | i | 16 | -3 | 674 | . | . | i | 2.7 | . | . | . | 0.0%
COC(=O)c1ccc(CSC(=N)N)o1 | i | 2 | -2.6 | 1071 | -1 | 10 | i | 45 | 2 | 747 | -0.21 | 1402 | i | 0.9 | 1.1 | 2.1 | 7.1 | 1.3%
COc1ccc(C2=NN(C(=O)CCCC(=O)O)C(c3cccs3)C2)cc1OC (stereo unspecified) | i | -8 | 0.3 | 1015 | -21 | -9 | i | 66 | 5 | 654 | -0.4 | 1428 | i | 0.2 | 1.0 | 0.5 | 4.3 | 0.0%
CCS(=O)(=O)Nc1cc(OC)c(OC)cc1Cc1nccc2cc(OC)c(OC)cc12 | . | . | -0.1 | 1322 | . | . | i | 33 | -1 | 628 | -0.35 | 921 | i | 0.2 | . | . | . | 0.2%
COc1ccccc1NC(=O)C1=C(C)NC2=C(C(=O)CCC2)C1c1ccc(C)o1 (stereo unspecified) | i | 18 | -1.4 | 998 | 8 | 0 | i | 35 | -7 | 674 | 0.03 | 1895 | i | 2.7 | 5.8 | 2.0 | 4.2 | 0.8%
CC1CCCC(NC(=O)COC(=O)COc2ccccc2Cl)C1C (stereo unspecified) | i | -6 | -3.0 | 1113 | 2 | 10 | i | 30 | 17 | 737 | -0.51 | 1253 | i | 0.5 | 3.2 | 2.3 | 8.2 | -0.1%
CCOc1ccc(CNC(=O)CCCC(=O)n2nc(C)c3ccccc32)cc1 | . | . | . | . | . | . | i | 12 | -2 | 759 | . | . | i | 1.1 | . | . | . | -0.2%
Cc1ccccc1CC1(CO)CCCN(C(=O)c2cccc(Cl)c2)C1 (stereo unspecified) | i | 2 | -2.1 | 1053 | 24 | 0 | i | 27 | -30 | 682 | . | . | i | 0.8 | 1.4 | 1.4 | 4.5 | -1.2%
c1ccc(CN2CCC(Nc3nc(-c4cccs4)nc4ccccc34)CC2)cc1 | + | 10* | 29 | 173 | 48 | 38 | i | 39 | -2 | 676 | -2.5 | 951 | i | 0.3 | 32 | 3.1 | 24 | -0.9%
CCn1c(=O)c(CCC(=O)N2CCN(c3ccccn3)CC2)c(C)c2c(C)nn(-c3ccccc3)c21 | . | . | . | . | . | . | i | 30 | -4 | 721 | . | . | i | 8.0 | . | . | . | 0.7%
COc1ccc(-n2c(SCC(=O)Nc3ccc4c(c3)OCO4)nc3ccccc3c2=O)cc1 | . | . | -1.1 | 778 | -3 | -8 | i | 25 | . | . | -1.7 | 1137 | + | 4.4* | 1.4 | 1.1 | 3.3 | 0.3%
Cc1cccc(C)c1OCC(=O)Nn1c(COc2ccccc2)nc2ccccc2c1=O | i | 35 | . | . | -3 | 9 | i | 53 | 10 | 763 | -0.25 | 910 | i | 2.5 | 2.7 | 1.9 | 7.1 | 2.4%
Cc1cccc(NC(=O)CN2C(=O)CCSc3ccc(S(=O)(=O)N4CCOCC4)cc32)c1C | . | . | . | . | . | . | i | 12 | 3 | 719 | . | . | i | 0.7 | . | . | . | 0.7%

Screening data as filed in PubChem BioAssay.

Not a hit list (roughly 3.9% active in at least one column).
